Screening data from PubChem BioAssay.
NFkB transloc pot = enhancers of NFkB p65 translocation in HUVEC – imaging, IL-1B stimulus, high-content imaging, primary screen. HUVEC IL-1B NFkB p65 nuclear translocation imaging. activation, % at 2 µM. hit rate 0.3% among 94,000;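 active = activation above 40%, about the mean plus 3 SD, also judged a hit on visual image review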;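 note: percent activation is computed from the nuclear over cytoplasmic p65 intensity ratio; values of inactives mirror those of a sister screen read the other way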
NFkB transloc inh = inhibitors of IL-1B driven NFkB p65 nuclear import, primary screen, imaging, HUVEC, IL-1B stimulus, high-content imaging; HUVEC IL-1B NFkB p65 nuclear translocation imaging; inhibition, % at 2 µM; hit rate 0.43% among 94,000; AID 796, 2007;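 active = inhibition above about 30% together with a positive call from visual inspection of the well image, limit read from the data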;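 note: nuclear over cytoplasmic p65 intensity ratio measured by imaging; 0% = IL-1B stimulated DMSO wells and 100% = unstimulated DMSO wells; values of inactives mirror those of a sister screen read the other way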
MRP resist rev = reversal of MRP1-mediated doxorubicin resistance, primary screen, H69AR cells, doxorubicin co-treatment; AID 602, 2007; differential viability (reversal), % at 10 µM; H69AR cells + 2 uM doxorubicin, CellTiter-Glo, 72 h; hit rate 0.04% among 85,000;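 active = viability drop by adding the cancer drug above about 55%, with treated viability meeting a 40% cutoff, limit read from the data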;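 note: viability without doxorubicin minus viability with 2 µM doxorubicin for each compound; larger differential means the compound sensitizes cells more to doxorubicin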
PLAP inhibition = PLAP enzyme inhibitors, biochemical, luminescence, HTS (AID 690) | purified PLAP, luminescent substrate; higher % means a stronger effect | Alkaline phosphatase, placental type (Homo sapiens) | inhibition, % at 20 µM; hits with a dose series show IC50 in µM | hit rate 0.08% among 96,000; in the data active = a potency from the dose series; inactive = the rest, 99 in 100 with inhibition below about 30%; note: strong numbers were not always called active
Bcl-B displacement = displacers of TR3 peptide from Bcl-B, primary screen, selectivity assay for Bfl-1 inhibitor project, biochemical, fluorescence polarization | Bcl-2-like protein 10 (Homo sapiens) | FP displacement of FITC-TR3 peptide from Bcl-B; higher % means a stronger effect | displacement, % at 20 µM, or IC50 in µM where a hit was titrated | hit rate 0.11% among 96,000;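 active = displacement above 50% at 20 µM plus a fluorescence interference ratio under 1.5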;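 note: plate controls were wells without compound for no effect and wells lacking Bcl-B protein for full effect; a part of the inactive calls stands beside numbers as strong as those of hits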
MRP resist rev cytotoxicity = recorded beside MRP resist rev, whose call it bears; viability, %; H69AR cells, CellTiter-Glo, 72 h; measured here: cytotoxicity without doxorubicin
MRP resist rev with doxorubicin = recorded beside MRP resist rev, whose call it bears; viability, %; measured here: viability with 2 uM doxorubicin; hits give low values
NFkB transloc inh cell count 2 µM = second read-out of NFkB transloc inh, no call of its own (marks repeat the call); cell count; measured here: cells passing quality filter;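 raw number of nuclei counted in each imaged well without normalization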
NFkB transloc pot cell count 2 µM = second read-out of NFkB transloc pot, no call of its own (marks repeat the call); cell count; measured here: cells passing quality filter
The depositor's hits bear a star. An excerpt (hit frequency here may not be typical).

Results for CCOc1ccc(NC(=O)c2ccc3snnc3c2)cc1 ?
NFkB transloc pot: -6.5; NFkB transloc inh: 6.5; MRP resist rev: 12.5; MRP resist rev cytotoxicity: 98.2; MRP resist rev with doxorubicin: 85.7; NFkB transloc inh cell count 2 µM: 137; NFkB transloc pot cell count 2 µM: 137

What do the screens show for `O=C(O)CNC(=O)c1ccccc1NC(=O)c1ccco1`?
NFkB transloc pot: 28.8; NFkB transloc inh: -28.8; MRP resist rev: -6.9; PLAP inhibition: 14.8%; Bcl-B displacement: -3.7%; MRP resist rev cytotoxicity: 89.4; MRP resist rev with doxorubicin: 96.3; NFkB transloc inh cell count 2 µM: 88; NFkB transloc pot cell count 2 µM: 88

Results for CN(Cc1ccccc1)S(=O)(=O)c1ccc2[nH]cc(C(=O)NCC3CCCO3)c(=O)c2c1 (stereo not given) ?
NFkB transloc pot: -10.6; NFkB transloc inh: 10.6; MRP resist rev: 9.3; Bcl-B displacement: 2.4%; MRP resist rev cytotoxicity: 98.4; MRP resist rev with doxorubicin: 89.1; NFkB transloc inh cell count 2 µM: 172; NFkB transloc pot cell count 2 µM: 172

Results for CCNS(=O)(=O)c1ccc(C(=O)Nc2ccccc2)cc1 ?
NFkB transloc pot: 4.9; NFkB transloc inh: -4.9; MRP resist rev: -4.5; PLAP inhibition: 13.0%; Bcl-B displacement: 7.9%; MRP resist rev cytotoxicity: 98.0; MRP resist rev with doxorubicin: 102.5; NFkB transloc inh cell count 2 µM: 180; NFkB transloc pot cell count 2 µM: 180

What do the screens show for `COc1ccc(C(=O)N2CCN(S(=O)(=O)N3CCOCC3)CC2)cc1OC`?
NFkB transloc pot: -0.9; NFkB transloc inh: 0.9; MRP resist rev: -16.3; PLAP inhibition: -15.3%; Bcl-B displacement: 5.4%; MRP resist rev cytotoxicity: 90.9; MRP resist rev with doxorubicin: 107.2; NFkB transloc inh cell count 2 µM: 118; NFkB transloc pot cell count 2 µM: 118

Results for CSc1nc2ccc(NS(=O)(=O)c3ccc(Cl)s3)cc2s1 ?
NFkB transloc pot: 18.0; NFkB transloc inh: -18.0; MRP resist rev: -11.2; PLAP inhibition: -31.7%; Bcl-B displacement: -6.3%; MRP resist rev cytotoxicity: 91.5; MRP resist rev with doxorubicin: 102.6; NFkB transloc inh cell count 2 µM: 158; NFkB transloc pot cell count 2 µM: 158

How did Cc1cc(Cl)ccc1Oc1ncc(CN2CCN(c3ccccc3)CC2)s1 do in these assays?
NFkB transloc pot: 15.6; NFkB transloc inh: -15.6; MRP resist rev: -3.5; PLAP inhibition: -32.4%; Bcl-B displacement: -0.3%; MRP resist rev cytotoxicity: 89.0; MRP resist rev with doxorubicin: 92.5; NFkB transloc inh cell count 2 µM: 177; NFkB transloc pot cell count 2 µM: 177

Results for COc1ccc(NC(=O)N(CCO)Cc2cc3c(C)cc(C)cc3[nH]c2=O)cc1 ?
NFkB transloc pot: 7.4; NFkB transloc inh: -7.4; MRP resist rev: -15.6; PLAP inhibition: -46.0%; Bcl-B displacement: 7.3%; MRP resist rev cytotoxicity: 50.8; MRP resist rev with doxorubicin: 66.4; NFkB transloc inh cell count 2 µM: 46; NFkB transloc pot cell count 2 µM: 46

How did O=C(Cn1c(-c2ccco2)nc2ccccc21)N1CCCCC1 do in these assays?
NFkB transloc pot: 1.3; NFkB transloc inh: -1.3; MRP resist rev: -15.1; PLAP inhibition: 10.7%; Bcl-B displacement: -0.4%; MRP resist rev cytotoxicity: 57.6; MRP resist rev with doxorubicin: 72.7; NFkB transloc inh cell count 2 µM: 105; NFkB transloc pot cell count 2 µM: 105

What do the screens show for `O=C(CSCc1ccc(F)cc1)Nc1ccccc1`?
NFkB transloc pot: -1.6; NFkB transloc inh: 1.6; PLAP inhibition: -3.3%; Bcl-B displacement: 0.6%; NFkB transloc inh cell count 2 µM: 156; NFkB transloc pot cell count 2 µM: 156

Results for CC(C)(C)c1ccc(S(=O)(=O)O/N=C2/CCCCC2c2ccc([N+](=O)[O-])cc2[N+](=O)[O-])cc1 (stereo not given) ?
NFkB transloc pot: 3.2; NFkB transloc inh: -3.2; MRP resist rev: -12.3; PLAP inhibition: 1.4%; Bcl-B displacement: -1.6%; MRP resist rev cytotoxicity: 84.1; MRP resist rev with doxorubicin: 96.4; NFkB transloc inh cell count 2 µM: 195; NFkB transloc pot cell count 2 µM: 195

Results for Cc1nc(Nc2nc(-c3ccccc3)cc(=O)[nH]2)nc2ccccc12 ?
NFkB transloc pot: 1.3; NFkB transloc inh: -1.3; MRP resist rev: -16.9; MRP resist rev cytotoxicity: 14.3; MRP resist rev with doxorubicin: 31.2; NFkB transloc inh cell count 2 µM: 159; NFkB transloc pot cell count 2 µM: 159

How did Cc1ccccc1C(=O)Nc1ccc2nc3n(c(=O)c2c1)CCC3 do in these assays?
NFkB transloc pot: -0.2; NFkB transloc inh: 0.2; MRP resist rev: -8.0; PLAP inhibition: 10.1%; Bcl-B displacement: 1.0%; MRP resist rev cytotoxicity: 78.1; MRP resist rev with doxorubicin: 86.1; NFkB transloc inh cell count 2 µM: 158; NFkB transloc pot cell count 2 µM: 158

What do the screens show for `COc1ccc(-c2nc3cc(NC(=O)c4ccc5c(c4)OCO5)ccc3o2)cc1`?
NFkB transloc pot: 20.0; NFkB transloc inh: -20.0; MRP resist rev: 7.0; PLAP inhibition: -23.4%; Bcl-B displacement: -36.0%; MRP resist rev cytotoxicity: 97.8; MRP resist rev with doxorubicin: 90.8; NFkB transloc inh cell count 2 µM: 150; NFkB transloc pot cell count 2 µM: 150

How did Cc1noc(C)c1C(=O)Nc1sc(C)c(-c2ccccc2)c1C#N do in these assays?
NFkB transloc pot: 16.7; NFkB transloc inh: -16.7; MRP resist rev: -11.6; PLAP inhibition: -42.2%; Bcl-B displacement: -2.6%; MRP resist rev cytotoxicity: 32.0; MRP resist rev with doxorubicin: 43.5; NFkB transloc inh cell count 2 µM: 120; NFkB transloc pot cell count 2 µM: 120

How did CCOC(=O)N1CCC(O)(c2cc(C)c(C)cc2C)CC1 do in these assays?
NFkB transloc pot: -15.6; NFkB transloc inh: 15.6; MRP resist rev: 1.3; PLAP inhibition: -25.9%; Bcl-B displacement: 0.0%; MRP resist rev cytotoxicity: 90.2; MRP resist rev with doxorubicin: 89.0; NFkB transloc inh cell count 2 µM: 150; NFkB transloc pot cell count 2 µM: 150

What do the screens show for `CCc1nnc(NC(=O)CN2CCC(O)(c3ccccc3OC)CC2)s1`?
NFkB transloc pot: 4.3; NFkB transloc inh: -4.3; MRP resist rev: -3.7; PLAP inhibition: -41.9%; Bcl-B displacement: -3.2%; MRP resist rev cytotoxicity: 94.6; MRP resist rev with doxorubicin: 98.3; NFkB transloc inh cell count 2 µM: 137; NFkB transloc pot cell count 2 µM: 137

Results for Cc1ccc(N2CC(C(=O)NC3=NCCS3)CC2=O)cc1 (stereo not given) ?
NFkB transloc pot: -4.7; NFkB transloc inh: 4.7; MRP resist rev: 18.9; PLAP inhibition: 19.9%; Bcl-B displacement: -8.3%; MRP resist rev cytotoxicity: 109.1; MRP resist rev with doxorubicin: 90.2; NFkB transloc inh cell count 2 µM: 45; NFkB transloc pot cell count 2 µM: 45

What do the screens show for `CSCC[C@H](NC(=O)NCCC1=CCCCC1)C(=O)O`?
NFkB transloc pot: 20.0; NFkB transloc inh: -20.0; MRP resist rev: -0.1; PLAP inhibition: -4.9%; Bcl-B displacement: 10.1%; MRP resist rev cytotoxicity: 93.3; MRP resist rev with doxorubicin: 93.4; NFkB transloc inh cell count 2 µM: 108; NFkB transloc pot cell count 2 µM: 108

What do the screens show for `Cc1nc(CCNC(=O)c2ccccc2)cs1`?
NFkB transloc pot: 32.8; NFkB transloc inh: -32.8; MRP resist rev: 6.8; PLAP inhibition: 4.0%; Bcl-B displacement: -0.3%; MRP resist rev cytotoxicity: 91.8; MRP resist rev with doxorubicin: 84.9; NFkB transloc inh cell count 2 µM: 134; NFkB transloc pot cell count 2 µM: 134

What do the screens show for `COc1ccc(-c2ccnc(SCC(=O)N3CCOCC3)n2)cc1`?
NFkB transloc pot: 9.9; NFkB transloc inh: -9.9; MRP resist rev: -2.9; MRP resist rev cytotoxicity: 52.8; MRP resist rev with doxorubicin: 55.7; NFkB transloc inh cell count 2 µM: 127; NFkB transloc pot cell count 2 µM: 127

What do the screens show for `O=C(CN(C(=O)c1ccc2c(c1)OCCO2)c1ccccc1)NCC1CCCO1` (stereo not given)?
NFkB transloc pot: 4.6; NFkB transloc inh: -4.6; MRP resist rev: -5.4; PLAP inhibition: -26.3%; Bcl-B displacement: -8.3%; MRP resist rev cytotoxicity: 84.2; MRP resist rev with doxorubicin: 89.6; NFkB transloc inh cell count 2 µM: 160; NFkB transloc pot cell count 2 µM: 160

Results for O=C(Nc1ccccc1C(=O)N1CCOCC1)c1cccc(S(=O)(=O)N2CCCC2)c1 ?
NFkB transloc pot: -2.9; NFkB transloc inh: 2.9; MRP resist rev: 0.8; PLAP inhibition: -10.7%; Bcl-B displacement: -8.3%; MRP resist rev cytotoxicity: 86.8; MRP resist rev with doxorubicin: 86.0; NFkB transloc inh cell count 2 µM: 92; NFkB transloc pot cell count 2 µM: 92

How did COC(=O)CSc1nc2nc(C)c(Br)cc2[nH]1 do in these assays?
NFkB transloc pot: -4.3; NFkB transloc inh: 4.3; MRP resist rev: -7.0; PLAP inhibition: 6.7%; Bcl-B displacement: -2.7%; MRP resist rev cytotoxicity: 90.8; MRP resist rev with doxorubicin: 97.8; NFkB transloc inh cell count 2 µM: 72; NFkB transloc pot cell count 2 µM: 72

What do the screens show for `O=C(CN1C(=O)C2C3C=CC(C3)C2C1=O)Nc1nc(SCc2ccc(Cl)cc2)n[nH]1` (stereo not given)?
NFkB transloc pot: 24.4; NFkB transloc inh: -24.4; MRP resist rev: -10.6; PLAP inhibition: -126.1%; Bcl-B displacement: 6.2%; MRP resist rev cytotoxicity: 52.5; MRP resist rev with doxorubicin: 63.1; NFkB transloc inh cell count 2 µM: 106; NFkB transloc pot cell count 2 µM: 106

What do the screens show for `COC1Cc2ccccc2N(C(=O)N2CCN(CCO)CC2)c2ccccc21` (stereo not given)?
NFkB transloc pot: 8.1; NFkB transloc inh: -8.1; PLAP inhibition: -34.0%; Bcl-B displacement: -2.4%; NFkB transloc inh cell count 2 µM: 184; NFkB transloc pot cell count 2 µM: 184

What do the screens show for `CCN1CCC(C(=O)NC2CCCC2)(N(Cc2cccs2)C(=O)Cn2nnc3ccccc32)CC1`?
MRP resist rev: 7.2; PLAP inhibition: -28.0%; Bcl-B displacement: 11.5%; MRP resist rev cytotoxicity: 91.5; MRP resist rev with doxorubicin: 84.2

Results for COc1ccc(Nc2nc(NCc3ccco3)nc(N/N=C/c3ccccc3)n2)cc1 ?
NFkB transloc pot: -3.7; NFkB transloc inh: 3.7; PLAP inhibition: -2.1%; Bcl-B displacement: 0.7%; NFkB transloc inh cell count 2 µM: 104; NFkB transloc pot cell count 2 µM: 104

Results for Cn1nnc2cc(C(=O)N3CCC(c4ccccc4)C3)ccc21 (stereo not given) ?
NFkB transloc pot: 2.2; NFkB transloc inh: -2.2; MRP resist rev: 15.9; PLAP inhibition: -9.5%; Bcl-B displacement: -7.4%; MRP resist rev cytotoxicity: 94.6; MRP resist rev with doxorubicin: 78.7; NFkB transloc inh cell count 2 µM: 91; NFkB transloc pot cell count 2 µM: 91

Reprinted from the results shown for reference:
Results for CCOc1ccc(NC(=O)c2ccc3snnc3c2)cc1 ?
NFkB transloc pot: -6.5; NFkB transloc inh: 6.5; MRP resist rev: 12.5; MRP resist rev cytotoxicity: 98.2; MRP resist rev with doxorubicin: 85.7; NFkB transloc inh cell count 2 µM: 137; NFkB transloc pot cell count 2 µM: 137

What do the screens show for `O=C(O)CNC(=O)c1ccccc1NC(=O)c1ccco1`?
NFkB transloc pot: 28.8; NFkB transloc inh: -28.8; MRP resist rev: -6.9; PLAP inhibition: 14.8%; Bcl-B displacement: -3.7%; MRP resist rev cytotoxicity: 89.4; MRP resist rev with doxorubicin: 96.3; NFkB transloc inh cell count 2 µM: 88; NFkB transloc pot cell count 2 µM: 88
